# Growth percent in the NCI-60 one-dose screen (48 h, 10 µM unless noted): 100 = growth as untreated, 0 = no growth, -100 = all killed.
# A549/ATCC = A549/ATCC NSCLC; 81,000 tested, 3.7% active
# MOLT-4 = MOLT-4 leukemia cells; 80,000 tested, 6.9% active; AID 1794779
# M14 = M14 melanoma; 80,000 tested, 6.2% active; AID 1794745
# RPMI-8226 = RPMI-8226 leukemia cells; 77,000 tested, 7.5% active
# HOP-62 = HOP-62 NSCLC; 80,000 tested, 3.9% active; AID 1794735
# CCRF-CEM = CCRF-CEM leukemia | 77,000 tested, 7% active | AID 1794778
# HOP-92 = HOP-92 NSCLC cells. 71,000 tested, 6.3% active. AID 1794738
# EKVX = EKVX NSCLC; AID 1794765; 71,000 tested, 3% active
# * = called active by the depositor; x = no result given; & = joins results of further samples; [ ] = dose if it differs, or a comment. The calls were made as follows: active = growth percent below 10; inactive = the rest.
(1) O=C1CC(c2ccc(O)cc2)Oc2cc(O)cc(O)c21 (configuration not stated)
(2) COc1ccc(CCN2C(=O)/C(=C/C3=Cc4ccccc4OC3)SC2=S)cc1
(3) COc1ccc(OC)c(-c2nc3ccc(C(=O)NN4C(=O)c5ccccc5C4=O)cc3[nH]2)c1
(4) O=[N+]([O-])c1ccccc1CSc1nnc(-c2ccncc2)o1
(5) COc1ccc(-c2cc(-c3ccc(OC)cc3)n(-c3ccc(-c4nnc(NCc5ccccc5)o4)cc3)n2)cc1
(6) CC(C)=CCC[C@](C)(O)[C@@H]1CC=C(C)CC1
(7) NNc1cccc([N+](=O)[O-])c1
(8) CSc1[nH]c(=O)ncc1F
assay / entry,1,2,3,4,5,6,7,8
A549/ATCC,105&99,102,91,98,87,103,97,93
MOLT-4,101&109,106,103,x,76,100,25,117
M14,111&113,99,99,91,89,103,100,103
RPMI-8226,103,100,93,95,74,110,91,106
HOP-62,115&111,108,100,82,116,96,x,109
CCRF-CEM,89&98,99,95,102,89,111,38,91
HOP-92,109,101,98,87,69,120,122,116
EKVX,127&103,102,90,99,x,108,80,101

(9) CCC/C=C/C=N/NC(=S)NCc1ccccc1
(10) OCCN1CCNCC1
(11) O=S(=O)(Cc1ccc(Cl)cc1Cl)c1ccc(Cl)cc1
(12) O=C1Nc2ccccc2Cc2ccccc21
(13) CCOC(=O)c1c(C(F)(F)F)n([O-])c2ccc(OC)cc2[n+]1=O
(14) CCCCn1c(O)c(N=Nc2nc(-c3cc4ccccc4oc3=O)cs2)c2ccccc21
(15) Cn1[nH]c2[nH]c(=S)sc(=S)c2c1=O
(16) Nc1cc2c(cc1Cl)-c1ccccc1C2
assay / entry,9,10,11,12,13,14,15,16
A549/ATCC,79,98,31,99,27,104,106,101
MOLT-4,86,99,33,89,5.8*,122,106,64
M14,100,103,9.8*,106,27,96,113,109
RPMI-8226,98,100,x,107,-35*,100,99,80
HOP-62,68,103,37,97,17,68,111,101
CCRF-CEM,87,101,11,99,5.6*,107,98,60
HOP-92,95,99,x,113,-35*,96,98,105
EKVX,115,99,63,122,9.5*,91,x,78

(17) Cc1ccc(OCC(=O)Nc2ccc(N3CCN(C(=O)c4ccco4)CC3)cc2)cc1
(18) C=C(C)[C@@H]1CC[C@]2(C(=O)NCCCCCN(CCCN)CCCN)CC[C@]3(C)[C@H](CC[C@@H]4[C@@]5(C)CC[C@H](O)C(C)(C)[C@@H]5CC[C@]43C)[C@@H]12
(19) COc1ccc(/C(C#N)=C/c2cc(OC)c(OC)c(OC)c2)cc1
(20) O=c1[nH]c2ccccc2cc1-c1nc2ccccc2[nH]1
(21) O=C(CSc1nnc(-c2ccc(-c3nc4ccccc4[nH]3)cc2)o1)Nc1ccc(Br)cc1
(22) Cc1nc2ccc(Nc3nc(Cl)nc(Nc4ccc(F)cc4)n3)cc2n1Cc1ccccc1
(23) CC(=O)OCC1O[C@@H](OC(C)=O)[C@@H](NC(=O)NS(=O)(=O)c2ccc(CCNC(=O)c3ccc(Cl)cc3)cc2)C(OC(C)=O)[C@@H]1OC(C)=O (some centres not stated)
(24) COc1ccc(NC(=O)c2sc3nc4c(cc3c2N)CN(Cc2ccccc2)CC4)cc1
assay / entry,17,18,19,20,21,22,23,24
A549/ATCC,100,91[100 µM],32,87,1.0*,76,106,100
MOLT-4,78,95[100 µM],32,65,4.3*,59,111,91
M14,x,66[100 µM],17,61,-0.6*,82,105,97
RPMI-8226,x,80[100 µM],31,13,7.8*,13,108,91
HOP-62,101,80[100 µM],47,97,3.1*,44,x,86
CCRF-CEM,87,94[100 µM],27,60,23,23,102,92
HOP-92,x,40[100 µM],32,53,9.8*,79,115,91
EKVX,x,99[100 µM],x,63,27,x,94,89

(25) COc1ccc(-c2cc(-c3ccc(Nc4ncnc5cc(Cl)ccc45)cc3)nc(N3CCOCC3)n2)cc1OC
(26) O=C(Nc1ccc(Oc2ccc(F)cc2)c(Cl)c1)c1cnccn1
(27) CCCCN(CCCC)CCOC(=O)Nc1ccccc1Cl
(28) NC(=S)SCCC(=O)O
(29) COc1ccccc1NC(=O)/C=C\C(=O)O
(30) CCn1c2c(c3ccccc31)CCSC2(C)CCN(C)C (configuration not stated)
(31) CCCCCCCCCCCCCCCCOC(=O)c1ccccc1O
(32) C=C1C(=O)O[C@H]2[C@H]1CC/C(CNC(=O)c1c[nH]c3ccc(F)cc13)=C\CC[C@@]1(C)O[C@@H]21
assay / entry,25,26,27,28,29,30,31,32
A549/ATCC,98,44,93,95,99,91,101,47
MOLT-4,93,45,83,104,99,87,88,-40*
M14,100,92,89,102,105,95,112,-26*
RPMI-8226,99,80,88,x,103,88,104,-21*
HOP-62,100,56,87,98,106,91,99,71
CCRF-CEM,96,64,70,99,90,82,101,-21*
HOP-92,73,58,75,89,89,47,100,-42*
EKVX,100,78,100,106,115,95,105,60

(33) O=C(Nc1nc2ccccc2s1)c1ccc(Cc2n[nH]c(=O)c3cccnc23)cc1
(34) O=C1CCCCC1C(O)(C(=O)c1ccccc1)c1ccccc1 (configuration not stated)
(35) O=C(Nc1cccc2[nH]c(C(F)(F)F)nc12)c1cc(Cl)ccc1Cl
(36) O=C1OC(c2ccc(-c3ccccc3)cc2)=C/C1=C/c1cccc([N+](=O)[O-])c1
(37) CSCCC(O)C(=O)O (configuration not stated)
(38) CC(=O)c1nn(-c2ccccc2)/c(=N/N=Cc2cn(-c3ccccc3)nc2-c2cc3ccccc3oc2=O)s1
(39) O=C1NC(=O)c2ccc3c4c(ccc1c24)C(=O)NC3=O
(40) CC(=O)NC(CCC(=O)c1ccc(Cl)cc1)(C(=O)O)C(=O)O
assay / entry,33,34,35,36,37,38,39,40
A549/ATCC,107,99,20,99,97,102,83,93
MOLT-4,99,79,18,100,94,96,88,95
M14,95,108,x,148,95,97,98,103
RPMI-8226,100,70,15,181,123,102,88,98
HOP-62,101,99,32,128,88,101,91,92
CCRF-CEM,x,88,23,x,x,101,96,90
HOP-92,107,x,-11*,x,111,95,105,84
EKVX,93,98,x,100,x,97,64,37

(41) COC(=O)N1C2c3ccccc3C(c3ccccc32)N1C(=O)OC
(42) COc1cc(OC)c(/C=C/C(=O)c2c(OC)cccc2OC)c(OC)c1
(43) Cc1nc(Nc2nc3ccccc3s2)[nH]c(=O)c1CCO
(44) Cc1ccc(S(=O)(=O)OCCO)cc1
(45) N#Cc1c(-c2ccc(Br)cc2)cc(-c2cc(=O)oc3ccc(Cl)cc23)c(C#N)c1N
(46) CC(=O)Nc1cc([N+](=O)[O-])ccc1OCc1ccccc1
(47) CC(C)C[C@H](NC(=O)OCc1ccccc1)C(O)C1CC1C(=O)C1CO1 (some centres not stated)
(48) C=C1C(=O)O[C@H]2[C@H]1CC/C(C=Nc1ccc(OC)c(C(N)=O)c1O)=C\CC[C@@]1(C)O[C@@H]21
assay / entry,41,42,43,44,45,46,47,48
A549/ATCC,88,6.8*,109,98,54,100&104,97,71
MOLT-4,94,19,104,97,58,104&94,91,61
M14,103,-44*,103,94,72,99&97,101,77
RPMI-8226,101,17,110,100,63,94&93,99,89
HOP-62,91,40,108,x,73,105&94,104,109
CCRF-CEM,100,16,x,101,72,96&104,94,16
HOP-92,84,-1.5*,73,102,94,81&89,87,67
EKVX,103,43,76,102,71,94,98,89

(49) C=CCc1ccccc1OCC(O)CNC(C)C (configuration not stated)
(50) Cc1c(C(=O)NO)sc2ncnc(Nc3ccc(F)c(Cl)c3)c12
(51) CC(=O)Nc1cccc(-c2nc3cc(-c4ccc(O)cc4)ccc3n2C)c1
(52) O=C(N/N=C/c1ccc2c(c1)OCO2)c1cnn2c1NC(c1ccccc1)C2 (configuration not stated)
(53) NS(=O)(=O)Oc1ccc(C(=O)NC23CC4CC(CC(C4)C2)C3)cc1
(54) Cc1cc2nnc(-c3ccc(Cl)cc3)n2c(SCc2ccccc2)n1
(55) O=C1C2=C(CCN(Cc3ccccc3)C2)N2CCN=C2N1Cc1cccs1
(56) CCC(=O)C(c1ccc(N(C)C)cc1)c1ccc(N(C)C)cc1
assay / entry,49,50,51,52,53,54,55,56
A549/ATCC,95,101,35,45,103,93,89,102
MOLT-4,92,110,9.2*,75,99,74,102,88
M14,110,110,25,43,99,94,101,99
RPMI-8226,101,x,28,76,x,82,86,109
HOP-62,x,99,54,60,101,76,92,90
CCRF-CEM,99,x,28,68,104,75,101,117
HOP-92,66,121,94,74,90,74,89,99
EKVX,102,88,35,x,92,76,91,92

(57) c1ccc2c3c([nH]c2c1)C(c1ccc(C2NCCc4c2[nH]c2ccccc42)cc1)NCC3 (configuration not stated)
(58) CC(C)c1ccc(S(=O)(=O)Nc2sc3c(c2C#N)CCC(=O)C3)cc1
(59) COc1c(O)cc(C=O)cc1[N+](=O)[O-]
(60) COc1ccc(-c2cc(-c3nc4ccccc4[nH]3)[nH]n2)cc1
(61) Oc1c(C(c2ccc(F)cc2)N2CCCCC2)ccc2cncnc12 (configuration not stated)
(62) CCOC(=O)c1csc(NC(=O)c2ccc(NC3CCCCC3)c([N+](=O)[O-])c2)n1
assay / entry,57,58,59,60,61,62
A549/ATCC,-85*,100,x,76,5.1*,103
MOLT-4,-62*,83,99,x,13,103
M14,-85*,110,104,59,16,99
RPMI-8226,-40*,97,120,44,22,102
HOP-62,-70*,110,90,100,12,94
CCRF-CEM,-17*,26,125,x,18,105
HOP-92,21,118,109,65,-14*,76
EKVX,21,101,101,x,17,80

# Entries above containing an aryl methoxy group:
(2) COc1ccc(CCN2C(=O)/C(=C/C3=Cc4ccccc4OC3)SC2=S)cc1
(3) COc1ccc(OC)c(-c2nc3ccc(C(=O)NN4C(=O)c5ccccc5C4=O)cc3[nH]2)c1
(5) COc1ccc(-c2cc(-c3ccc(OC)cc3)n(-c3ccc(-c4nnc(NCc5ccccc5)o4)cc3)n2)cc1
(13) CCOC(=O)c1c(C(F)(F)F)n([O-])c2ccc(OC)cc2[n+]1=O
(19) COc1ccc(/C(C#N)=C/c2cc(OC)c(OC)c(OC)c2)cc1
(24) COc1ccc(NC(=O)c2sc3nc4c(cc3c2N)CN(Cc2ccccc2)CC4)cc1
(25) COc1ccc(-c2cc(-c3ccc(Nc4ncnc5cc(Cl)ccc45)cc3)nc(N3CCOCC3)n2)cc1OC
(29) COc1ccccc1NC(=O)/C=C\C(=O)O
(42) COc1cc(OC)c(/C=C/C(=O)c2c(OC)cccc2OC)c(OC)c1
(48) C=C1C(=O)O[C@H]2[C@H]1CC/C(C=Nc1ccc(OC)c(C(N)=O)c1O)=C\CC[C@@]1(C)O[C@@H]21
assay / entry,2,3,5,13,19,24,25,29,42,48
A549/ATCC,102,91,87,27,32,100,98,99,6.8*,71
MOLT-4,106,103,76,5.8*,32,91,93,99,19,61
M14,99,99,89,27,17,97,100,105,-44*,77
RPMI-8226,100,93,74,-35*,31,91,99,103,17,89
HOP-62,108,100,116,17,47,86,100,106,40,109
CCRF-CEM,99,95,89,5.6*,27,92,96,90,16,16
HOP-92,101,98,69,-35*,32,91,73,89,-1.5*,67
EKVX,102,90,x,9.5*,x,89,100,115,43,89

(59) COc1c(O)cc(C=O)cc1[N+](=O)[O-]
(60) COc1ccc(-c2cc(-c3nc4ccccc4[nH]3)[nH]n2)cc1
assay / entry,59,60
A549/ATCC,x,76
MOLT-4,99,x
M14,104,59
RPMI-8226,120,44
HOP-62,90,100
CCRF-CEM,125,x
HOP-92,109,65
EKVX,101,x

# High-throughput results from PubChem BioAssay.
